High-throughput results deposited in PubChem by National Center for Advancing Translational Sciences (NCATS).
TrxR1 substrate: is turned over as a substrate by rat TrxR1; AID 588456; Potency, µM (doses to about 114 µM), for the others: at the top dose activity change, negative = substrate turnover; O89049; 390,000 tested, 0.01% active; purified TrxR1 substrate turnover, NADPH consumption readout; note: potency is the fitted concentration of half-maximal effect; % is set by controls: 0 for no effect and ±100 for the full control effect; nearly all actives have a fitted effect of over 50% in size
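Rat TrxR1, dispensed at 90 nM, was prereduced with 400 uM NADPH (final) for 5 min at ~22 deg C, then incubated with compound 15 min before 400 uM selenite. A first-read NADPH fluorescence drop versus no-compound background flagged substrates.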
USP1 inh: USP1/UAF1 (human) deubiquitinase inhibition; Potency, µM (top dose mostly 57.1 µM), for the others: top-dose activity change, negative = inhibition, hits mostly inhibitors; AID 743255; O94782; 390,000 tested, 0.23% active; recombinant USP1/UAF1, Ub-Rhodamine cleavage fluorescence; note: potency is the fitted concentration of half-maximal effect; % is set by controls: 0 for no effect and ±100 for the full control effect; nearly all actives have a fitted effect of over 60% in size; inactives centre near -12
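1 nM enzyme complex + cpd, 15 min RT; start with Ub-Rho 150nM final; kinetic fluorescence ex 480/em 540, 6 reads q60 s. Buffer 50mM HEPES pH 7.8, 0.5mM EDTA, 0.1 mg/ml BSA, 1mM TCEP, 0.01% Tween-20.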
HP1b binding inh: inhibitors of HP1-beta chromodomain binding to methylated histone tails; AlphaScreen HP1-beta / biotin-H3K9me3 peptide binding; AID 540317; P83916; 390,000 tested, 0.56% active; Potency, µM (highest dose often 114 µM), for the others: at the highest dose activity change, negative = inhibition, actives largely listed as inhibitors; note: potency is the fitted concentration of half-maximal effect; nearly all actives have a fitted effect of over 70% in size; inactives centre near 23
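AlphaScreen: HP1-beta (50 nM) preformed 30 min with biotin-H3(1-18)K9me3 peptide (50 nM) in PBS pH 7.4, 0.01% Tween-20. Compound added for 30 min at RT, then streptavidin donor/nickel chelate acceptor beads (10 ug/mL) for 30 min.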
TrxR1 inh: blocks rat thioredoxin reductase 1 | Potency, µM (titrated, usually from 114 µM), without a hit: at the highest dose activity change, negative = inhibition, hits mostly inhibitors | 390,000 tested, 1% active | recombinant rTrxR1, NADPH fluorescence consumption, selenite substrate | AID 588453; note: potency is the fitted concentration of half-maximal effect; % is set by controls: 0 for no effect and ±100 for the full control effect; nearly all actives have a fitted effect of over 65% in size
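Rat TrxR1 (90 nM in the dispensed reagent) was pre-reduced with 400 uM NADPH for 5 min at room temperature, then incubated with compound for 15 min. After 400 uM selenite was added, NADPH fluorescence (Ex 340/Em 450 nm) was followed for 8 min.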
Pin1 inh: inhibitors of human Pin1. Pin1 FP peptide displacement, HiFluor488, 10 min. Potency, µM (doses to about 115 µM), without a hit: top-dose activity, negative = inhibition, usual class: inhibitors. 390,000 tested, 0.009% active; active = well fitted inhibition curve with a large enough effect in the polarisation, with a control signal flat, not every such curve was filed as active; inconclusive = small, poorly fitted or top-dose-only effect, or effect the other way, or a change in a side signal; inactive = no such curve, though single readings can be large or run the other way; the % refers to the polarisation; note: potency is the fitted concentration of half-maximal effect; % is set by controls: 0 for no effect and ±100 for the full control effect
GLS inhibitor: blocks human kidney-isoform glutaminase activity. 410,000 tested, 0.21% active. Potency, µM (highest dose often 45.5 µM), inactives show at the highest dose activity change, negative = inhibition, usual class: inhibitors. O94925. GLS enzymatic activity, qHTS titration; note: potency is the fitted concentration of half-maximal effect; % is set by controls: 0 for no effect and ±100 for the full control effect
Target sequence (O94925 whole entry, looked up, canonical isoform): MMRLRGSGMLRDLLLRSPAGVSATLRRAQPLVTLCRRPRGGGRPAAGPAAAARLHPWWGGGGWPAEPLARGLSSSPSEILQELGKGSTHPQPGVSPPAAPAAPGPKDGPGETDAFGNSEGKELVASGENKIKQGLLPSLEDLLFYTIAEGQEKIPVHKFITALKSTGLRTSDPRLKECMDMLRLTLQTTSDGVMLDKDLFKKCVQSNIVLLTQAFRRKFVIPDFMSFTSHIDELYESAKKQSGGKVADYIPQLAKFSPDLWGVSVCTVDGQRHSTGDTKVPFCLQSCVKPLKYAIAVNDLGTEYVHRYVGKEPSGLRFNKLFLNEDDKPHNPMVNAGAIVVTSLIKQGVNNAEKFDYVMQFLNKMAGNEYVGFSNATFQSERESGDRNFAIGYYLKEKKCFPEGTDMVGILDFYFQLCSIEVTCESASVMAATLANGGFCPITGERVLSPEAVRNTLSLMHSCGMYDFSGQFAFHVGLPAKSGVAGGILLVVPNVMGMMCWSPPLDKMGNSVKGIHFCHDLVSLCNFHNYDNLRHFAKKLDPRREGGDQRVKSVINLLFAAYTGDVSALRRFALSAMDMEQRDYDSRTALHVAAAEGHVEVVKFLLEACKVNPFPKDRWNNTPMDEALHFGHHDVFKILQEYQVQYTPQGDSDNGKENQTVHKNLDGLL
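hKGA in 45 mM KH2PO4 (pH 8.2), 0.02% Tween-20 with compound, then 1mM L-Glutamine (stock as added) plus glutamate oxidase/HRP/Amplex red coupling mix. Fluorescence read initially and after 30 min at RT; signal change reflects glutamate formation.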
mIDH1 inhibitor: inhibitors of human mutant IDH1 R132H | IDH1-R132H enzyme, NADPH consumption, diaphorase/resazurin fluorescence | AID 602179 | Potency, µM (doses to about 76.6 µM), for inactives: at the top dose activity change, negative = inhibition, actives largely listed as inhibitors | O75874 | 390,000 tested, 0.093% active; note: potency is the fitted concentration of half-maximal effect; % is set by controls: 0 for no effect and ±100 for the full control effect; nearly all actives have a fitted effect of over 65% in size
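IDH1-R132H (0.5 ug/mL dispensed) in pH 7.5 Tris buffer was preincubated 30 min with compound, then given a substrate mix of 0.016 mM NADPH and 2 mM alpha-KG for 80 min at room temperature; remaining NADPH was read by diaphorase/resazurin fluorescence.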
Tb PGK inh: T. brucei PGK inhibition; PGK/GAPDH coupled, Kinase-Glo luminescence, 60 min; P07378; 380,000 tested, 0.043% active; Potency, µM (top dose mostly 57.5 µM), for the others: at the highest dose activity change, negative = inhibition, usual class: inhibitors; note: potency is the fitted concentration of half-maximal effect; % is set by controls: 0 for no effect and ±100 for the full control effect; nearly all actives have a fitted effect of over 60% in size
Target sequence (P07378 whole entry, looked up): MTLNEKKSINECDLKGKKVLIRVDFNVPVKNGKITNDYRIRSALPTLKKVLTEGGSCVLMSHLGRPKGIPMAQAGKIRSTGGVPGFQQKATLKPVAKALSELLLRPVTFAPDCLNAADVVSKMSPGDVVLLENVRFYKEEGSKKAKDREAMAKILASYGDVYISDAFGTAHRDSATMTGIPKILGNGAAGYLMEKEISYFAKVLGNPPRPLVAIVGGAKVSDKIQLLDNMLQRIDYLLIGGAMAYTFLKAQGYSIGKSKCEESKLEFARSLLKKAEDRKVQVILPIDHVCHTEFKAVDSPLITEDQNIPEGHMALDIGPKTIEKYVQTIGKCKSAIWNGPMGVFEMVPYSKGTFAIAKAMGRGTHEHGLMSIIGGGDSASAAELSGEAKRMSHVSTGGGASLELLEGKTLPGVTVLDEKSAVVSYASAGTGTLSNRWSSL
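Recombinant glycosomal PGK reaction used 1,3-bisphosphoglycerate generated in-well by GAPDH (100nM final) in 100mM TEA pH 7.6, 5mM MgCl2, 0.01% Tween-20. After 60 minutes at room temperature, ATP was read by Kinase-Glo Plus luminescence end-point.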
PI4K2A inh: blocks human PI4K2A kinase activity; 420,000 tested, 0.13% active; AID 1346378; purified PI4K2A, ADP-Glo luminescence, 1 h; active compounds read low; activity change, negative = inhibition, % at 76.9 µM; in the data active = activity change below about -50%; inconclusive = mostly about -30% to -49%;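 note: -100% = wells without enzyme as full effect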
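Compounds are screened against recombinant PI4K2A using PI as substrate and ATP, the latter dispensed at 300 microM. Reactions run one hour at ambient temperature before ADP-Glo detection; full inhibition defined by wells lacking enzyme.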
Starred values were filed as active, the others as inactive; i = inactive; ? = inconclusive; · = not tested or not shown; [ ] = another dose, or the depositor's remark. Unless noted, calls come from the whole dose curve; as a rule, active = well fitted curve in the direction sought with a large enough effect; inconclusive = small, poorly fitted or top-dose-only effect, or another doubt; inactive = no such curve, though single readings can be large; an effect the other way counts as inactive or inconclusive.

smiles,TrxR1 substrate,USP1 inh,HP1b binding inh,TrxR1 inh,Pin1 inh,GLS inhibitor,mIDH1 inhibitor,Tb PGK inh,PI4K2A inh
O=C(Nc1ccccc1-c1nc2ccccc2s1)C1=COCCO1,1%,-26%,34%,-7%,15%,9%,-2%,4%,0
CCOC(=O)c1cnc(SC)nc1Nc1cccc2ccccc12,-6%,-18%,86%,-3%,-1%,-1%,0%,i,2
CC(Sc1nnc(Cc2cccs2)n1C)C(=O)Nc1ccc(C(N)=O)cc1 (configuration not stated),-1%,-27%,30%,6%,4%,-2%,-4%,-3%,2
Cc1c(NC(=O)/C=C/c2cn(-c3ccccc3)nc2-c2ccccc2)c(=O)n(-c2ccccc2)n1C,1%,0%,13%,24%,11%,7%,3%,i,0
COc1ccc(CNC(=O)CCCN2C(=O)NC3(CCCC3)C2=O)cc1,4%,-12%,38%,16%,13%,0%,-8%,i,-3
O=C(COC(=O)C1=NNC(=O)CC1)NCCc1ccccc1,3%,0%,1%,21%,-6%,4%,-12%,-1%,-1
O=[N+]([O-])c1cc(CSC2=NCCN2)ccc1O,-8%,0%,2%,-6%,1%,-11%,-2%,-3%,0
C=CCN1C(=O)C(C(C)CC)NC1=S (configuration not stated),-3%,0%,9%,13%,-6%,5%,-5%,0%,-4
O=C(NC1CCCCC1)C(c1ccc(F)cc1)N(Cc1ccco1)C(=O)CN1C(=O)c2ccccc2S1(=O)=O (configuration not stated),-17%,2%,4%,-3%,?,-1%,-15%,-3%,3
O=c1oc(=O)c2ccccc2c2ccccc12,8%[11.4 µM],-15%,46%[activator],10%[11.4 µM],-3%,1%,6%,-1%,3
CC(C)(C)c1ccc(CCC(CC(=O)O)CC(=O)O)cc1,6%,-12%,32%,10%,0%,3%,0%,-8%,0
Cc1ccc(NC(=O)C2CCC(CNS(=O)(=O)c3ccc4c(c3)C(C)(C)C(=O)N4C)CC2)cc1 (configuration not stated),-1%,-25%,25%,12%,0%,4%,-14%,i,-14
COC(=O)C(C(=O)OC)[C@@H]1C=C[C@H](C[N+](=O)[O-])N(C(C)=O)C1,0%,5%,27%,-6%,0%,-3%,-5%,8%,-3
C[n+]1ccccc1/C=C1\Sc2ccccc2N1CCO,-6%[57.1 µM],-8%,33%,3%[57.1 µM],4%,7%,3%,-5%,-4
CC(C)NC(=O)C1CCN(C2CCN(Cc3cn[nH]c3-c3ccccc3)CC2)CC1,6%[57.1 µM],-31%,33%,11%[57.1 µM],-6%,5%,0%,-4%,8

Additional compounds follow:
smiles,TrxR1 substrate,USP1 inh,HP1b binding inh,TrxR1 inh,Pin1 inh,GLS inhibitor,mIDH1 inhibitor,Tb PGK inh,PI4K2A inh
COc1cc(-c2noc(-c3cc(C(C)C)[nH]n3)n2)cc(OC)c1OC,3%[57.1 µM],-25%,5%,19%[57.1 µM],-6%,4%,19%,-5%,-2
CCOC(=O)Cc1ccc(NS(=O)(=O)c2ccc(SC)cc2)cc1,-11%,-16%,24%,6%,-2%,-1%,-1%,i,0
CCOC(=O)N1CCN(C(=O)CCc2ccc(S(=O)(=O)NC(C)C)cc2)CC1,8%,-17%,19%,19%,4%,3%,3%,-9%,-3
Cc1noc(C)c1COc1ccc(C(=O)NNC(=O)c2ccccc2F)cc1,1%,-13%,26%,16%,-4%,8%,3%,-6%,-2
Cc1ccc(-c2nc(N/N=C/c3ccncc3)c3ccccc3n2)cc1,9%,-24%,18%,17%,58%[activator],2%,8%,·,-19
CN=c1sc2ccccc2n1CC(O)COc1ccccc1 (configuration not stated),-9%,-2%,22%,-4%,1%,-1%,3%,5%,-2
COc1ccc(NC(=O)c2sc(N3CCOCC3)nc2-c2ccccc2)c(OC)c1,14%,-6%,9%,-6%,-8%,8%,10%,-10%,-3
CCc1ccccc1NC(=S)N(CCN1CCCCC1)Cc1ccco1,9%[57.1 µM],-12%,-4%,30%[57.1 µM],-11%,-2%,27%,-7%,-4
O=C(C1=C[C@H](c2ccccc2)C[C@H](OCc2ccc(CO)cc2)O1)N1CCOCC1,3%,-31%,16%,5%,1%,5%,-10%,-8%,-4
C/C=C(\NC(C)=O)c1ccccc1,-5%,-24%,22%,0%,-1%,0%,-7%,0%,1
O=C(COC(=O)CCS(=O)(=O)c1ccccc1)Nc1ccccc1,-2%,-10%,52%[activator],45µM*,-8%,0%,-12%,-1%,2
Cc1ccc2c(c1)cc1c(=O)n(CC(=O)NC(C)CCc3ccccc3)nc(C)n12 (configuration not stated),-1%,-7%,30%,14%,-6%,-9%,-12%,4%,-3
COc1cc(C)ccc1OCc1cc(C(=O)N(Cc2nccn2C)C(C)C)no1,-2%,-25%,66%[activator],4%,-6%,-4%,17%,i,-4
CCn1nnnc1SCC(=O)N1c2ccccc2NC(=O)CC1C (configuration not stated),4%,-2%,30%,8%,-7%,17%,32%[activator],1%,-6
CCOCCOCN(C#N)c1nc(OC)nc(N(C)C)n1,-6%,-20%,14%,-7%,4%,1%,-2%,1%,0

The results go on:
smiles,TrxR1 substrate,USP1 inh,HP1b binding inh,TrxR1 inh,Pin1 inh,GLS inhibitor,mIDH1 inhibitor,Tb PGK inh,PI4K2A inh
Cc1cc(OCC(=O)Nc2ccncc2)ccc1Cl,-10%,-17%,45%[activator],14%[57.1 µM],-2%,2%,5%,0%,-3
COc1cc(C(=O)NNC(=O)COc2ccc(Cl)cc2)ccc1OCC(=O)N1CCOCC1,-5%,-14%,17%,-9%,0%,3%,4%,i,-8
CC1CCCC(C)N1/N=C/c1ccc(C#N)cc1 (configuration not stated),-7%,-7%,-6%,-15%,0%,?,1%,7%,9
C=CCc1cccc2cc(C(=O)NCCc3c(C)[nH]c4c(C)cccc34)c(=O)oc12,8%[11.4 µM],-25%,34%,4%,8%,3%,12%,-2%,-1
O=C(NNC1=C(C(=O)C(F)(F)F)CCC1)c1ccc(Br)cc1,-12%,-12%,-3%,-15%,-1%,0%,13%,·,0
COc1ccc(-n2cnnc2SCC(=O)Nc2nc(C)c(Cl)cc2Cl)cc1,1%,2%,22%,8%,-11%,-10%,2%,0%,1
O=C(CSc1nnc(CNC(=O)c2ccccc2F)o1)NC1CCCCC1,-4%,-13%,25%,8%,-3%,-1%,-11%,1%,-9
C[C@@H]1CN([C@@H](C)CO)C(=O)CCCn2nncc2CO[C@H]1CN(C)Cc1cccc2c1OCCCO2,·,?,·,·,·,7%,-14%,4%,-2
COc1ccc(CCNC(=O)c2ccc3c(c2)CCN3S(=O)(=O)c2ccc(C)cc2)cc1OC,0%,-26%,-14%,31%,11%,0%,-8%,4%,3
Cc1ccc(-c2nc(C3CCN(S(C)(=O)=O)CC3)no2)cc1,-11%,-8%,15%,-13%,-1%,11%,6%,i,-12
CCS(=O)(=O)c1nc(S(=O)(=O)c2ccc(Cl)cc2)c(N2CCN(CCO)CC2)s1,2%,-5%,8%,9%,-2%,5%,-2%,-2%,2
Cc1cc(C)c(C(CC(=O)c2cccs2)C(C#N)C#N)c(C)c1 (configuration not stated),0%,-29%,31%[57 µM],0%,4%,0%,-15%,-2%,8
CCOC(=O)c1sc2nc(C)nc(NCCc3ccc(S(N)(=O)=O)cc3)c2c1C,21%,?,27%,32%,19%,4%,-4%,10%,-1
CN(CC(=O)Nc1ccccc1Cl)CC(=O)N1CCc2ccccc21,5%,-8%,10%,25%,-5%,3%,1%,-12%,-2
CCOc1ccc(-n2cc(-c3ccccc3)c3c(NCCc4ccccc4)ncnc32)cc1,6%[57.1 µM],?,33%,21%[57.1 µM],14%,1%,-10%,1%,-2

Other results
smiles,TrxR1 substrate,USP1 inh,HP1b binding inh,TrxR1 inh,Pin1 inh,GLS inhibitor,mIDH1 inhibitor,Tb PGK inh,PI4K2A inh
N#CCCCn1c(=O)oc2ccccc21,14%[57.1 µM],-10%,22%,18%[57.1 µM],9%,-2%,3%,i,-7
O=C1CCc2cc(S(=O)(=O)Nc3ccccc3)cc3c2N1CCC3,1%[57.1 µM],-7%,12%,4%[57.1 µM],2%,6%,-6%,3%,0
COc1ccc(SCc2noc(C(=O)NCC3CCCO3)c2C(=O)O)cc1 (configuration not stated),-3%,-10%,2%,13%,-9%,13%,-14%,-8%,2
O=C(Cn1c(=O)n(CC2CCCO2)c(=O)c2ccccc21)c1ccc(Cl)c(Cl)c1 (configuration not stated),4%,-5%,-9%,7%,2%,-1%,6%,1%,4
COc1cc(NC(=O)C2CCCCC2)c2ncccc2c1,-9%,-8%,96%[activator],-11%,-12%,2%,15%,-11%,0
CCOC(=O)Nc1cc(NC(=O)OCC)c(C)nc1C,2%,-12%,26%,17%,-2%,0%,-2%,1%,-3
C[C@H](NS(=O)(=O)c1ccccc1F)C(=O)OCC(=O)N1CCc2ccccc21,1%,-3%,17%,11%,3%,14%,-1%,8%,5

Two compounds picked at random from the list so far:
smiles,TrxR1 substrate,USP1 inh,HP1b binding inh,TrxR1 inh,Pin1 inh,GLS inhibitor,mIDH1 inhibitor,Tb PGK inh,PI4K2A inh
O=C1CCc2cc(S(=O)(=O)Nc3ccccc3)cc3c2N1CCC3,1%[57.1 µM],-7%,12%,4%[57.1 µM],2%,6%,-6%,3%,0
CCOC(=O)Nc1cc(NC(=O)OCC)c(C)nc1C,2%,-12%,26%,17%,-2%,0%,-2%,1%,-3

This is a subset; count on the stated rates, not on these rows.
